12-LOX inh – inhibitors of human 12S-lipoxygenase ALOX12 | 580,000 tested, 1.1% active | P18054 | purified 12hLO, xylenol orange hydroperoxide absorbance | AID 1671190 | Potency, µM (top dose mostly 108 µM), for the others: at the top dose activity change, negative = inhibition, usual class: inhibitors; active = well fitted inhibition curve with a large enough effect; inconclusive = small, poorly fitted or top-dose-only effect, or another doubt; inactive = no such curve, though single readings can be large or run the other way
Target sequence (P18054 whole entry, looked up): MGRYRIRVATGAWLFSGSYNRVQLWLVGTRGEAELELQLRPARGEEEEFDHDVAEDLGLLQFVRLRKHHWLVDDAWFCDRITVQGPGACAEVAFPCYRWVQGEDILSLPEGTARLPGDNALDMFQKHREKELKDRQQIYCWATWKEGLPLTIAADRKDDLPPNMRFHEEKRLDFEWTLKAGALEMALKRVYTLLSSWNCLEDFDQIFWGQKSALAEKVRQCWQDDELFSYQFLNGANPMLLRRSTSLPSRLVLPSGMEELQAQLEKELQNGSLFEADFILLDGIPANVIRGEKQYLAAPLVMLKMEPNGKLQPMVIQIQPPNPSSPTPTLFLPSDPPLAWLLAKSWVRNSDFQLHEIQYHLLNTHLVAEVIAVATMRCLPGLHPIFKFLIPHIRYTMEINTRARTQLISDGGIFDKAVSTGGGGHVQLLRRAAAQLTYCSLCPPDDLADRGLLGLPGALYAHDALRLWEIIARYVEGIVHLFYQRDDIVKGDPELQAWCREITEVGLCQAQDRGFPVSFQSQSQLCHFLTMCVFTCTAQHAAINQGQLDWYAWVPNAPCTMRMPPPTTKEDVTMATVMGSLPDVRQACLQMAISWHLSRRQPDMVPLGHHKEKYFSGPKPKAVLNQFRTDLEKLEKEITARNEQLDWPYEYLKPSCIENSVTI
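Purified human 12hLO at 150 nM in 25 mM Hepes, 0.01% Triton X-100, pH 7.0, preincubated 15 min at room temperature with compound. Reaction started with 40 uM arachidonic acid, 30 min at room temperature. Hydroperoxide measured by Fe-xylenol orange, 573/405 nm absorbance ratio.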
Numbers without * were called inactive; ? = inconclusive; [ ] = dose if it differs, or a comment. % is set by controls: 0 for no effect and ±100 for the full control effect; potency is the fitted concentration of half-maximal effect. A portion of the library, so the mix of outcomes need not match the whole.

SMILES	12-LOX inh
CCOc1nccn2c(-c3ccc(CNC(=O)Cn4cnnn4)cc3)cnc12	2%[176 µM]
CN1CC(=O)N(C2CCNC2)Cc2c1ncnc2N(C)Cc1ccc(F)cc1 (centres undefined)	?
N#Cc1nccnc1N1CCN(C2CCC3(CCNCC3)CC2)CC1	2%
CCN1C(=O)CN(C(=O)c2ccco2)CC12CCOCC2	-8%
NC(=O)[C@@H](Cc1ccccc1)NC(=O)[C@@]1(O)C[C@@H](O)[C@H](O)[C@@H](NC(=O)Cc2cccs2)C1	?
O=C(O)c1ccc(CNCc2ccc(Br)cc2)cc1	7%
COc1cc(OC)c(C2=CCN(S(=O)(=O)N3CCCCCC3)CC2)c(OC)c1	-1%
C=C(C)Cn1c(SCc2ccc3ccccc3c2)nc2c1c(=O)[nH]c(=O)n2C	13%
CCOc1ccc(-n2nnnc2CNS(=O)(=O)CC)cc1	-3%
FC(F)(F)c1nnc2ccc(Sc3nnc(Cc4ccccc4)n3-c3ccccc3)nn12	-5%
O=C(c1ccc(Cl)cc1Cl)N(CCS(=O)(=O)N1CCCCC1)Cc1ccncc1	?
COc1cccc(C2NC(=S)N(Cc3ccc(F)cc3)C(C)=C2C(C)=O)c1 (centres undefined)	45µM*
CC(C)(C)C(=O)Nc1cccc(NC(=O)c2cc(F)c(Cl)cc2Cl)c1	5%
COCCCNCc1cccc2ccccc12	-54%
O=C(CSc1nc2ccccc2o1)OCC(=O)c1ccc(Cl)cc1	?
CCOc1ccc(C2Cn3nnc(-c4nc(-c5cccc(Br)c5)no4)c3CO2)cc1 (centres undefined)	36%[activator]
Cc1cccc(NC(=O)CCNC(=O)Cc2ccccc2)c1C	10%
COc1ccc(C(=O)Oc2ccc3c(=O)c(Oc4cccc(C)c4)coc3c2)cc1OC	31%
O=C1NC2(CCCC2)C(=O)N1Cc1coc(-c2cccs2)n1	25%
N#Cc1ccccc1-c1ccc(CSc2nnnn2-c2cccc(F)c2)cc1	-23%
CN1Cc2cccn2CC1CNC(=O)c1ccsc1 (centres undefined)	71%[activator]
O=C(COCC(=O)N1CCN(c2ccccc2)CC1)NCc1ccccc1	?
O=S(=O)(Nc1nc2ccccc2nc1Nc1cccc(Br)c1)c1ccc(F)cc1	41%
CC(C)c1nncn1C1CCN(C(=O)c2cc(-c3cccs3)[nH]n2)C1 (centres undefined)	5%
Cn1ncc2c(C(=O)NCc3ccc(F)cc3)cc(-c3ccc(Cl)nc3)nc21	?

Additional results
SMILES	12-LOX inh
Cc1ccc(-n2nc3n(c2=O)CCN([S+](=O)([O-])c2c(C)noc2C)C3)cc1	35%[activator]
COc1ccc(CN2CCCC3(COc4ccccc4[S+](=O)([O-])N3)C2)cc1 (centres undefined)	-1%[6.33 µM]
COc1ccc(C(=O)N2CCC3(CC2)N=C(c2cccc(Br)c2)NO3)c(OC)c1	14%
Cc1c(C(=O)N2CCCCCC2)c(S(=O)(=O)N2CCCc3ccccc32)c(C)n1C	-5%
Cc1cccc(C)c1NC(=O)C(Sc1ccccc1)c1ccccc1 (centres undefined)	-3%
Cc1cccc(CSc2nnc(COc3ccc(Cl)c(C)c3)n2C)c1	?
C/C=C/C=C/C(=O)NCc1ccc(CN2CCCC2)cc1	-6%
Cn1cnc(S(=O)(=O)N2CCCC(C(=O)NCCCN3CCCCCC3)CCNC(=O)CC2)c1 (centres undefined)	435%[activator]
O=C(NC1CC1)c1ccccc1OC1CN(Cc2ccc(F)cc2Cl)C1	7%
O=C(NCC1CCOCC1)Nc1ccc(Cl)cc1C(F)(F)F	-1%
Cc1[nH]c2ccccc2c1C(=O)COC(=O)Cc1c[nH]c2ccccc12	?
CCCNC(=O)C(NC(=O)c1ccc(OC)cc1)C1CCN(C(=O)c2ccccc2OC)CC1 (centres undefined)	45%
C[C@@H]1CN([C@@H](C)CO)C(=O)CCCn2cc(nn2)CO[C@H]1CN(C)C(=O)Nc1ccc(F)cc1	-5%
CCN(Cc1nc(-c2ccc(OC)c(OC)c2)no1)C(=O)Nc1ccc(C)cc1	41%
Cc1cccc(OCCc2noc(C3CN(C(=O)NCC4CCCO4)C3)n2)c1 (centres undefined)	-3%
CCn1cnnc1CC1CCCNC1 (centres undefined)	?
CC(=O)NC12CC3CC(C1)CC(C(=O)NCc1cccc(Cl)c1)(C3)C2	?
Cc1ccccc1C(=O)N1CCC2(CC1)N=C(c1ccc(Br)cc1)NO2	4%
COc1cccc(-c2cc(-c3ccncc3)c3cncn3c2)c1OC	60%[activator][176 µM]
COc1ccc(Cn2c(C3CCN(C(=O)c4cc(Cl)ccc4F)CC3)n[nH]c2=O)cc1	?
O=C(c1ccno1)N1CCN2C(=O)N(Cc3cccnc3)C[C@H]2C1	5%[176 µM]
CCCCc1nc2cc(C=CC(=O)NO)ccc2n1CCN(CC)CC	-13%[57.4 µM]
CCCCn1c(N)c(N(CC)C(=O)Cn2c(CC)nc3ccccc32)c(=O)[nH]c1=O	25µM*
O=C(NC1CCCCCCC1)C1(c2ccccc2)CCC1	0%
COc1ccc(C(=O)N2C[C@@H](Oc3ccccc3)C[C@H]2C(=O)N2CCCC2)cc1	40%[activator]

Rewritten with the structure last: 2 of the compounds above
12-LOX inh	Structure
-3%	Cc1cccc(OCCc2noc(C3CN(C(=O)NCC4CCCO4)C3)n2)c1 (centres undefined)
?	CCn1cnnc1CC1CCCNC1 (centres undefined)

Carrying on:
SMILES	12-LOX inh
CN(C)C(CNC(=O)CCc1ncc(-c2c(F)cccc2F)o1)c1ccco1 (centres undefined)	-3%
CN(C)C(=O)CN1CCN(C(=O)c2cc(-c3cccnc3)nc3ccccc23)CC1	-9%
CNCCN(C)C1CCCCC1	?
COCCCNC(=O)[C@@H]1Cc2cn(Cc3nccn3C)c3cccc(c23)[C@H](CC(C)C)N1	38%[activator][176 µM]
CN(Cc1ccsc1)C(=O)c1ccc(C#N)cc1	-21%
CC(C)(C)C(=O)COc1cccc(S(C)(=O)=O)c1	2%
O=[S+]1([O-])NCC2(CCN(Cc3ccsc3)C2)Nc2ccccc21 (centres undefined)	36%
CC(=O)NCCNc1nc(-c2ccccc2)nc2ccccc12	11%
CC(C)(C)c1ccc(C(=O)N2CCN(C(=O)c3nnn4c3COC(c3ccccc3)C4)CC2)cc1 (centres undefined)	32%[activator]
O=C(Cc1ccccc1Cl)Nc1ccc(-c2nnc3n2CCCC3)cc1	6%
CCc1ccc(S(=O)(=O)N2CCN(C3CCN(Cc4cccnc4)C3=O)CC2)cc1 (centres undefined)	?
CCN(CC)C(=O)C(Sc1nnnn1-c1c(C)cccc1C)c1ccccc1 (centres undefined)	-13%
CN(C)C(=O)CNC(=O)c1cc2occc2n1Cc1ccccc1	?
CCCCCNC(=O)c1nnn2cc(C)[nH]c(=O)c12	9%
Cc1ncoc1C(=O)N1CC[C@H](CO)[C@H](N(C)C)C1	-2%
COc1ccccc1C(=O)NC(=O)CSc1c(Cl)cccc1Cl	?
CSc1ccccc1NC(=O)c1ccccc1C(F)(F)F	-28%
CC1(c2ccccc2)N(Cc2ncccn2)C(=O)OC12CCN(C(=O)Cc1ccc(O)cc1)CC2 (centres undefined)	59%
COc1cc(SC)ccc1C(=O)Oc1ccc(C(C)=O)cc1	14%
COc1ccc(Nc2oc(-c3ccccc3C)nc2C#N)cc1	43%
Cc1noc(C)c1CC(=O)N1CCCC(c2noc(COc3ccccc3)n2)C1 (centres undefined)	31%[activator]
Cc1cc(C)n(C2CN(C(=O)COc3ccc(Cl)cc3Cl)C2)n1	27%
CC(C)N1C(=O)C2(CCCC2)C1C(=O)NC1CCCC1 (centres undefined)	29%
COc1ccc(-n2ncc3c2CC(C)(C)CC3NC(=O)c2cc(C)[nH]n2)cc1 (centres undefined)	39%[activator]
CCc1nc(SCc2coc(-c3cccc(Cl)c3)n2)n[nH]1	-1%

Sorted by molar mass (low to high): 5 of the compounds above.
SMILES	12-LOX inh
Cc1ncoc1C(=O)N1CC[C@H](CO)[C@H](N(C)C)C1	-2%
COc1cc(SC)ccc1C(=O)Oc1ccc(C(C)=O)cc1	14%
COc1ccccc1C(=O)NC(=O)CSc1c(Cl)cccc1Cl	?
CN(C)C(=O)CN1CCN(C(=O)c2cc(-c3cccnc3)nc3ccccc23)CC1	-9%
CCc1ccc(S(=O)(=O)N2CCN(C3CCN(Cc4cccnc4)C3=O)CC2)cc1 (centres undefined)	?

The main list resumes; the three compounds before the break are reprinted first.
SMILES	12-LOX inh
CC(C)N1C(=O)C2(CCCC2)C1C(=O)NC1CCCC1 (centres undefined)	29%
COc1ccc(-n2ncc3c2CC(C)(C)CC3NC(=O)c2cc(C)[nH]n2)cc1 (centres undefined)	39%[activator]
CCc1nc(SCc2coc(-c3cccc(Cl)c3)n2)n[nH]1	-1%
COc1ccc(CCc2nc3nccc(-c4ccco4)n3n2)cc1OC	46%[activator]
CN(C)C(=O)C(Sc1nc2cc(S(=O)(=O)N3CCCCC3)ccc2o1)c1ccccc1 (centres undefined)	-9%
CNC(=O)N1CCCCCCn2c(nnc2-c2ccc(F)cc2)CC1	19%
Clc1ccccc1CN1CC[C@H](c2nnc(-c3ccccc3)o2)C1	34%[activator][176 µM]
COc1ccc(/C=C(/NC(=O)c2ccco2)C(N)=O)cc1	-16%
CO[C@H]1[C@H](NC(=O)Cc2ccc(O)cc2)c2ccccc2C12CCNCC2	?
CCCOc1ccc(CNC(=O)[C@H]2CCC[C@H]2NC(=O)c2ccncc2)cc1	17%
O=C(c1ccc(Cl)cc1)N1CCC(N2Cc3cccn3C2=O)CC1	0%[6.33 µM]
O=C(Nc1cccnc1)c1cc(=O)c2ccccc2o1	?
CC[C@H]1CN(C(=O)N2CCOCC2)CC[C@H]1CC(=O)NCCOC	25%[176 µM]
Cc1ccc(NC(=O)c2ccc(F)cc2Cl)nc1	34%
O=C(CCc1ccccc1)N1CCN(C(=O)c2nnn3c2COC(c2ccc(Cl)cc2)C3)CC1 (centres undefined)	19%
O=C1CC(c2ccccc2)N(C(=O)CNC(=O)c2ccoc2)CCCCCCN1 (centres undefined)	1%
COc1ccc(-c2nc3cc(Cl)ccc3o2)cc1	-30%
CN(Cc1cccnc1)c1nc2c(c(=O)[nH]1)CCN(Cc1ccc3[nH]ccc3c1)CC2	26%
O=C1NCc2ccccc2CC12CCN(Cc1ccc(F)c(Cl)c1)C2 (centres undefined)	4%[6.33 µM]
Fc1ccc(NC(=S)NCCSc2ccc(Cl)cc2)cc1	?
O=C(c1ccccc1F)N1CCC2(CC1)N=C(c1ccccc1)NO2	42%
COc1ccc(C(=O)NCCn2ccn3nc(-c4ccc(F)cc4)cc3c2=O)cc1OC	21%
CCN1C(=O)COC[C@@H]1[C@H](O)c1ccc(NC(=O)c2cccc(F)c2)cc1	-11%[176 µM]
CN1C(=O)C2CC(O)C(SC3CC4C(=O)N(C)C(=O)C4CC3O)CC2C1=O (centres undefined)	1%
Cc1ccccc1C(=O)NC(NC(=O)c1ccccc1C)c1ccccc1F	-21%
COc1ccc(C(=O)N[C@@H]2CCC[C@@H]2C(=O)N2CCN(c3cc(C)ccc3C)CC2)cc1	34%[activator]
COC(=O)c1ccc(COC(=O)CCC(=O)c2ccc(Cl)cc2)cc1	3%
NC(N)=Nc1ccc(F)cc1	15%

Printed as active in 12-LOX inh, of those listed so far:
SMILES	12-LOX inh
COc1cccc(C2NC(=S)N(Cc3ccc(F)cc3)C(C)=C2C(C)=O)c1 (centres undefined)	45µM*
CCCCn1c(N)c(N(CC)C(=O)Cn2c(CC)nc3ccccc32)c(=O)[nH]c1=O	25µM*

Other records:
SMILES	12-LOX inh
COC(=O)c1ccc(NC(=O)Cn2c(-c3cnccn3)nc(C)c(C)c2=O)cc1	39%[activator]
CC(=O)N[C@H](C)c1onc(-c2ccc(Cl)cc2)c1C(=O)O	?
O=C(NCc1ccncc1)c1cc2cc(Cl)ccc2[nH]1	17%
c1ccc(-c2cnc3n[nH]c(-c4ccccc4)c3n2)cc1	?
CCCN1CCN(C(=O)c2ccc3c(c2)n(Cc2ccc(F)cc2)c(=O)c2ccnn23)CC1	10%
Cc1ccc(-c2csc(Nc3ccccn3)n2)cc1C	32µM*
COc1ccccc1CNC[C@H]1Cn2cc(-c3ccccc3OC)nc2CO1	44%[activator][176 µM]
S=C(NCCc1ccccc1)Nc1ccc(Cl)cc1NC(=S)NCCc1ccccc1	18µM*
COc1ccc(NC(=O)Cc2cc(Cl)c3c(c2)OCCCO3)cc1S(=O)(=O)N(C)C	?
CCNC(=O)N1[C@@H]2CC[C@H]1CC(NC(=O)c1ccc(F)cc1)C2 (some centres undefined)	10%
COC(=O)C1=C(C)N(C)C(=O)NC1c1ccccc1OC(F)F (centres undefined)	40%
COc1ccc(-c2nc(-c3nnn4c3COC(c3ccc(OC)cc3)C4)no2)cc1 (centres undefined)	66%
COc1ccc(-c2cc(N3CCCC(NC(=O)c4ccc(C)cc4C)C3)n[nH]2)cc1 (centres undefined)	32%[activator]
COc1ccc(N2CCC[C@@H]2/C=C/C(=O)OC(C)(C)C)cc1	-17%
CC(C)(C(=O)O)c1ccc(Cl)c(Cl)c1	-1%
O=C(c1ccc(-n2ccnc2)cc1)N1CCC(c2[nH]ncc2-c2ccccc2)CC1	16%
Cc1cc(Cl)ccc1-c1ccc(C=O)cc1	?
CN(C)c1cccc(-c2n[nH]c3c2CC(=O)N(CC2CC2)C3)c1	1%[176 µM]
Cc1onc(-c2cnn(C)c2NCCc2ccccc2)c1C(=O)NCc1ccoc1	0%[176 µM]
Cc1cccc(C(C)C)c1NC(=O)/C=C/c1ccc(F)cc1	39%[activator]
CCN(CC)c1ccc(CNC(=O)c2cc3c(s2)CN(C(C)C)C3)cc1	?
COCCN1C(=O)[C@H]2CN(Cc3ccccc3C)C[C@H]2C1=O	3%
CNC(=O)c1cccc(CNC(=O)C2CCCC2)c1	?
Cc1nnc(NCC(O)COC(C)c2ccccc2)c(C#N)c1C (centres undefined)	-27%

Assay outcomes deposited in PubChem by National Center for Advancing Translational Sciences (NCATS).
